PAFAH1B2 inh: inhibitors of human PAFAH1B2 | AID 492953 | 340,000 tested, 1.2% active | recombinant PAFAH1B2, FP-rhodamine activity probe, fluorescence polarization | P68402 | inhibition, % at 3.39 µM;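 active = inhibition above the mean of all tested compounds plus 3 SD, cut at about 24% in these data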;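 note: 0% = enzyme with DMSO and 100% = wells lacking PAFAH1B2; many of its hits are not listed in these tables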
Target sequence (P68402 whole entry, looked up): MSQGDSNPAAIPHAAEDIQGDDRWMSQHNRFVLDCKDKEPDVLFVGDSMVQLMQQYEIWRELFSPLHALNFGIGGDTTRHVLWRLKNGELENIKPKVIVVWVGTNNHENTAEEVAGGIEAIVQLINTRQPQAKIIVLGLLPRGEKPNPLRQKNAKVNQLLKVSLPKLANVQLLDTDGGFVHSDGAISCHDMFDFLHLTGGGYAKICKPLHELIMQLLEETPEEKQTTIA
PAD4 inh: blocks human protein arginine deiminase 4; Q9UM07; recombinant PAD4, RCA probe fluorescence polarization; inhibition, % at 6.36 µM; 330,000 tested, 0.41% active; AID 485272;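 active = percent inhibition above a cutoff equal to the mean of all tested compounds plus 3 SD, cut at about 15% in these data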;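 note: 0% = PAD4 with RCA probe and DMSO and 100% = probe without PAD4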
GSTO1 counter: blocks human GSTO1 in RBBP9 counter-screen | inhibition, % at 5.96 µM | 300,000 tested, 1.1% active | recombinant GSTO1, activity-based probe fluorescence polarization | AID 1974 | P78417;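 active = inhibition above the campaign mean inhibition plus 3 SD, cut at about 35% in these data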;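 note: 0% = GSTO1-1 with DMSO and 100% = wells lacking GSTO1-1 enzyme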
Target sequence (P78417 whole entry, looked up): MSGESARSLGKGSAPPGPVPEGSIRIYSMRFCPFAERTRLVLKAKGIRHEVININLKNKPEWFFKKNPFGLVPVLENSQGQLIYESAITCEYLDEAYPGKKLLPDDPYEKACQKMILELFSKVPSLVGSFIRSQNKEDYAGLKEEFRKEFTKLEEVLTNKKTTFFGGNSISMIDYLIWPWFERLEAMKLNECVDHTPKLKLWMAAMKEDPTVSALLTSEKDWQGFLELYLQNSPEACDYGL
Fam108B counter: counter-screen for RBBP9 inhibitors: inhibitors of mouse Fam108B. recombinant Fam108B, FP-Rh probe fluorescence polarization. inhibition, % at 9.51 µM. 300,000 tested, 0.33% active. AID 1947;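 active = inhibition above the screen mean inhibition plus 3 SD, computed separately per campaign, cut at about 18% in these data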;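 note: inhibitors lower polarization as less probe binds the enzyme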
PME-1 inh: blocks human protein phosphatase methylesterase 1. Q9Y570. recombinant PME-1, FP-Rh probe fluorescence polarization. inhibition, % at 5.9 µM. 320,000 tested, 0.53% active. AID 2130;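 active = inhibition above the campaign mean of all compounds plus 3 SD, cut at about 26% in these data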;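 note: competitive labeling of PME-1 active site by serine hydrolase directed probe; 0% = PME-1 with DMSO and 100% = wells lacking PME-1 enzyme; inhibitors block probe labeling so polarization falls and inhibition rises; many of its hits are not listed in these tables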
pPAFAH FP inh: pPAFAH (human) enzyme inhibition; Q13093; recombinant pPAFAH, FP-rhodamine probe fluorescence polarization; inhibition, % at 3.39 µM; 330,000 tested, 1.5% active;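 active = inhibition above the mean inhibition across the screen plus 3 SD, cut at about 25% in these data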;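 note: inhibitors block binding of the rhodamine activity-based probe so polarization drops; 0% = enzyme with DMSO and 100% = wells lacking pPAFAH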
PAFAH2 FP inh: inhibitors of human PAFAH2; 340,000 tested, 0.99% active; AID 492956; recombinant PAFAH2, FP-rhodamine activity probe, fluorescence polarization; inhibition, % at 3.39 µM; Q99487;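 active = inhibition above the mean over all tested compounds plus 3 SD, cut at about 30% in these data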;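 note: inhibitors block probe labeling of enzyme so polarization drops; 0% = enzyme with DMSO and 100% = wells lacking PAFAH2 protein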
LYPLA1 inh: blocks human lysophospholipase 1, a PME1 counter-screen | O75608 | recombinant LYPLA1, FP-Rh probe fluorescence polarization | inhibition, % at 5.9 µM | 320,000 tested, 0.16% active;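 active = inhibition above the mean of all tested compounds plus 3 SD, set per campaign, cut at about 14% in these data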;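 note: inhibitors block serine hydrolase probe labeling of LYPLA1 so polarization falls; 0% = enzyme with DMSO and 100% = wells lacking LYPLA1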
Target sequence (O75608 whole entry, looked up): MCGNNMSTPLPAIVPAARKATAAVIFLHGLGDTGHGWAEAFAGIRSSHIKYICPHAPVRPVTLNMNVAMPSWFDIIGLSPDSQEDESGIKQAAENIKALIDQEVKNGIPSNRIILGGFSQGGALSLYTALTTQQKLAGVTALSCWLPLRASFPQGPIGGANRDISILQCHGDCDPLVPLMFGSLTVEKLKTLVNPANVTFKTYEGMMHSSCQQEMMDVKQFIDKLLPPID
PAFAH1B3 FP inh: blocks human PAF acetylhydrolase 1B catalytic subunit 3 | Q15102 | recombinant PAFAH1B3, FP-rhodamine probe, fluorescence polarization | inhibition, % at 3.39 µM | 340,000 tested, 0.28% active | AID 492972;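 active = inhibition above the screen-wide average of all tested compounds plus 3 SD, cut at about 25% in these data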;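 note: 0% = enzyme with DMSO only and 100% = wells lacking PAFAH1B3 protein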
Target sequence (Q15102 whole entry, looked up): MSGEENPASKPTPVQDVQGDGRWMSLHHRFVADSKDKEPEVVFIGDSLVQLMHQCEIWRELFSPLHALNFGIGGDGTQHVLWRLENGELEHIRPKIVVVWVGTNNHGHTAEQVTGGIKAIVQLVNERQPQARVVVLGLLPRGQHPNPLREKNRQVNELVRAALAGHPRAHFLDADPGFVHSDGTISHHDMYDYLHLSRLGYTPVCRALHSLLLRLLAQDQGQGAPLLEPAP
* = called active by the depositor; nt = no result given.

Order of results – PAD4 inh	PME-1 inh	Fam108B counter	pPAFAH FP inh	LYPLA1 inh	PAFAH1B3 FP inh	PAFAH2 FP inh	GSTO1 counter	PAFAH1B2 inh
> O=C(C1CCN(Cc2ccc(F)cc2)CC1)N(CCO)Cc1ccccc1
 : -1	-4	-2	1	-3	1	5	6	1
> OC(CN1CCCCC1)Cn1c2ccccc2c2ccccc21 (centres undefined)
 : -8	5	-6	-8	0	5	-4	3	1
> O=C1OCCC1Sc1nnc(-c2ccccc2)o1 (centres undefined)
 : 2	-3	-2	-2	1	0	-12	6	3
> CC(=O)N1CCc2c(sc(NC(=O)C3COc4ccccc4O3)c2C(N)=O)C1 (centres undefined)
 : -1	-3	-4	-2	-6	4	3	5	8
> Cc1ccc(NC(=O)c2cncc(Br)c2)cc1S(=O)(=O)N(C)C
 : -1	2	-1	2	1	7	-2	2	2
> COC(=O)c1ccc(NC(=O)Nc2ccccc2F)cc1
 : 2	-15	-3	-5	-4	4	-5	-2	-1
> COc1c2c(nc3occc13)C(CCC(C)(C)O)(OC)C(O)CC2 (centres undefined)
 : -1	-4	1	-4	3	1	3	-8	-4
> CCN1CCN(C(=O)/C=C/c2c(F)cccc2Cl)CC1
 : -3	-7	4	5	2	12	4	1	6
> CSc1nc2ccc(NS(=O)(=O)c3ccccc3F)cc2s1
 : -1	2	-2	10	1	0	11	1	0
> CC(C)c1nc(SCC(=O)N2CCCC2)c2c(=O)n(C)c(=O)n(C)c2n1
 : 0	-2	-2	2	1	-3	4	2	0
> CN(C)c1ccc(/C=N/NC(=O)c2ccccn2)cc1
 : 4	-3	2	-2	0	2	-4	-1	5
> CC(C(=O)Nc1cccc(S(=O)(=O)N2CCOCC2)c1)N1CCN(C/C=C/c2ccccc2)CC1 (centres undefined)
 : -3	-5	0	-1	2	3	2	0	2
> O=C(Cc1cccs1)NNC(=S)NC(=O)c1ccc(F)c(F)c1
 : 8	-1	-3	1	1	7	4	5	3
> CCOCCCNC(=O)c1ccc(N2CCOCC2)c(NS(=O)(=O)c2ccc(OC)cc2)c1
 : 2	0	4	3	0	5	-2	7	7
> N#C/C(C(=O)N1CCOCC1)=C1\Nc2ccccc2S1
 : -1	-1	0	4	-3	-1	-6	10	3
> CC(=O)/C=C/c1ccccc1Oc1c(F)c(F)nc(F)c1F
 : -4	5	9	3	0	3	7	-2	2
> O=C1CCCc2nn(-c3ccccc3)c(-c3ccncc3)c21
 : 0	-8	-1	3	-2	2	5	-9	-1
> O=C(Cn1c(=O)sc2ccccc21)Nc1nc2c(s1)CCCC2
 : -2	5	-2	-1	-3	-3	7	-3	4
> CC(C)n1c(NCc2ccc(N(C)C)cc2)nc2ccccc21
 : -4	0	6	6	-2	4	-4	0	-3
> c1ccc(CCNc2nc(-c3ccncc3)cs2)cc1
 : -5	-4	2	6	5	8	1	19	7
> Cc1ccccc1COC(=O)c1nn(-c2ccccc2)nc1N
 : 0	-4	-1	13	-2	-5	8	-3	0
> COc1ccccc1NC(=O)c1csc2c1CCCC2
 : 0	-2	1	9	-1	2	-6	-3	2
> Cc1ccc(N2CC(C(=O)Nc3nnc(SCc4ccccn4)s3)CC2=O)cc1 (centres undefined)
 : -2	5	3	3	1	6	0	-1	7
> C=CCN1CCN(C(c2cccc(OC)c2OC)c2nnnn2CCC(C)C)CC1 (centres undefined)
 : 4	-2	4	0	4	8	7	-1	3
> COC(=O)c1c(SCc2cccc3ccccc23)nc(=O)[nH]c1C
 : 0	-7	-1	-3	-2	8	3	-7	2
> O=c1c(C(c2ccc(Br)cc2)c2c(O)nc3n(c2=O)CCCS3)c(O)nc2n1CCCS2
 : -2	-5	1	1	0	16	6	2	2
> CCCCCCCc1c(C#N)c(N)[nH]c(=S)c1C#N
 : -6	2	1	1	7	nt	nt	-30	nt
> COc1ccc(/C=N/NC(=O)CNC(=O)c2ccc(S(=O)(=O)N3CCOCC3)cc2)c(OC)c1
 : 2	0	-7	-5	-4	4	-2	7	12
> COC(=O)c1cccc(NC(=O)CSc2nnc(C)o2)c1
 : -3	-3	-1	1	0	5	9	-9	-4
> CC(C(=O)Nc1ccc(Br)cc1)N(C)CC(=O)NCc1ccco1 (centres undefined)
 : 1	4	nt	-1	-1	0	7	nt	5

Whole records, looked up by structure. Values in the order: PAD4 inh | PME-1 inh | Fam108B counter | pPAFAH FP inh | LYPLA1 inh | PAFAH1B3 FP inh | PAFAH2 FP inh | GSTO1 counter | PAFAH1B2 inh
`O=C(C1CCN(Cc2ccc(F)cc2)CC1)N(CCO)Cc1ccccc1` is listed as -1 | -4 | -2 | 1 | -3 | 1 | 5 | 6 | 1
`O=c1c(C(c2ccc(Br)cc2)c2c(O)nc3n(c2=O)CCCS3)c(O)nc2n1CCCS2` is listed as -2 | -5 | 1 | 1 | 0 | 16 | 6 | 2 | 2

(more compounds)
Order of results – PAD4 inh	PME-1 inh	Fam108B counter	pPAFAH FP inh	LYPLA1 inh	PAFAH1B3 FP inh	PAFAH2 FP inh	GSTO1 counter	PAFAH1B2 inh
> CC(=O)N1CCC(=NNC(=O)c2cccs2)CC1
 : -3	0	-3	3	1	4	4	-1	-4
> O=C(CCN=C1NS(=O)(=O)c2ccccc21)NCc1ccccc1F
 : 1	nt	nt	1	nt	7	1	nt	4
> CS(=O)(=O)NN1C(=O)c2ccccc2NC1c1c[nH]c2ccccc12 (centres undefined)
 : -2	0	1	0	2	7	6	0	0
> CCCCOc1cccc(C(=O)N(Cc2ccco2)C2CCS(=O)(=O)C2)c1 (centres undefined)
 : -4	-4	2	7	0	4	4	11	-1
> O=C(NC1CCCCC1)N(Cc1ccc(F)cc1)Cc1nc2ccccc2c(=O)[nH]1
 : -3	-2	-3	1	1	8	6	-3	-4
> COc1ccc(/C(O)=C2\C(=O)C(=O)N(c3cc(C)on3)C2c2ccccc2OC)cc1 (centres undefined)
 : -5	-1	-4	-2	0	4	-6	0	0
> CCOc1cc(/C=C(\C#N)c2[nH]nc(N)c2C#N)ccc1O
 : -2	12	10	37*	-4	12	3	10	7
> CCOc1cc(S(=O)(=O)NCCN2CCOCC2)c(C)cc1C
 : 0	0	2	2	1	10	-4	-3	3
> COCCn1c(SCC(=O)NCc2ccc3c(c2)OCO3)nnc1-c1c[nH]c2ccccc12
 : -2	-28	-15	9	-2	12	2	0	2
> CC(=O)C1=C(O)C(=O)N(c2cccc(Br)c2)C1c1ccccc1Cl (centres undefined)
 : 2	-2	-1	2	1	3	-2	0	-2
> CCCn1c(NC(=O)c2ccc(Cl)c(S(=O)(=O)N3CCCC3)c2)nc2ccccc21
 : -2	-16	-13	3	-13	11	-7	-22	-10
> O=C(NCc1ccco1)/C(=C/c1ccco1)NC(=O)c1ccco1
 : -4	2	-2	6	1	5	5	11	2
> COc1cc(OC)cc(C(=O)NNC(=O)CCc2nc3ccccc3c(=O)[nH]2)c1
 : -6	-1	nt	2	1	3	-5	nt	4
> C[n+]1cnn2c1SCC1(COC1)C2
 : -3	-1	4	2	4	8	-3	-2	0
> C[Si](C)(C)n1ccnc1
 : 3	-4	7	4	4	-2	-3	3	9
> COc1cccc(Cn2cccc(NC(=O)Nc3ccc(C#N)cc3)c2=O)c1
 : 1	-5	14	-5	-17	9	2	4	-2
> O=C(/C=C/c1ccc([N+](=O)[O-])cc1)N1CCN(c2ccccc2F)CC1
 : -1	-1	-3	5	-5	3	0	2	1
> N#Cc1cccc(NS(=O)(=O)c2ccccc2Cl)c1
 : 22*	6	nt	1	0	4	-8	nt	5
> Cc1noc(C)c1NC(=O)Nc1ccc2c(c1)C(=O)N([C@H](C)CO)C[C@H](C)[C@@H](CN(C)C(=O)Nc1ccccc1)O2
 : -4	nt	nt	2	nt	14	-3	nt	2
> CN(Cc1ccccc1)C(=O)c1[nH]cnc1C(=O)NC1CCN(C(=O)OC(C)(C)C)CC1
 : 1	nt	nt	3	nt	9	1	nt	0
> O=C(CCN1C(=O)c2ccccc2S1(=O)=O)N1CCN(c2ccccc2)CC1
 : -7	0	3	1	2	0	15	2	3
> CC(C)(C)C1CCC(C(=O)Nc2ccccc2)CC1 (centres undefined)
 : 2	-1	-2	0	-3	1	-7	6	12
> O=C(CCNS(=O)(=O)c1cccs1)N1CCCCCC1
 : -9	1	2	3	0	4	6	4	1
> CCc1ccccc1N1C(=O)CC(N2CCc3ccccc32)C1=O (centres undefined)
 : -2	0	2	3	2	14	3	0	5
> CCN(CC)C(=O)CCSc1nnc(-c2ccncc2)o1
 : 1	-4	0	5	2	-8	0	-1	-3
> Cc1cccc(Nc2nnc(SCC(=O)NCC3CCCO3)s2)c1C (centres undefined)
 : -1	nt	nt	-2	nt	3	6	nt	3
> CCCCOC(=O)Nc1cccc(Cl)c1C
 : 0	1	0	7	-2	11	-4	-3	4
> CCOc1ccc(S(=O)(=O)N2CCN(C(=O)c3cccn3C)CC2)cc1
 : -2	-3	-2	7	1	3	6	1	4
> COC(/C=C/Nc1ccc(C)cc1)=C(C#N)C#N
 : 4	1	-1	2	4	8	-4	4	4
> CC(C)CCN(C(=O)C1CCCC1)c1c(N)n(Cc2ccccc2)c(=O)[nH]c1=O
 : -2	-1	nt	-1	1	7	-4	nt	4

In the list so far, nine contain an aryl thioether with sulfur outside any ring:
Order of results – PAD4 inh	PME-1 inh	Fam108B counter	pPAFAH FP inh	LYPLA1 inh	PAFAH1B3 FP inh	PAFAH2 FP inh	GSTO1 counter	PAFAH1B2 inh
> O=C1OCCC1Sc1nnc(-c2ccccc2)o1 (centres undefined)
 : 2	-3	-2	-2	1	0	-12	6	3
> CSc1nc2ccc(NS(=O)(=O)c3ccccc3F)cc2s1
 : -1	2	-2	10	1	0	11	1	0
> CC(C)c1nc(SCC(=O)N2CCCC2)c2c(=O)n(C)c(=O)n(C)c2n1
 : 0	-2	-2	2	1	-3	4	2	0
> Cc1ccc(N2CC(C(=O)Nc3nnc(SCc4ccccn4)s3)CC2=O)cc1 (centres undefined)
 : -2	5	3	3	1	6	0	-1	7
> COC(=O)c1c(SCc2cccc3ccccc23)nc(=O)[nH]c1C
 : 0	-7	-1	-3	-2	8	3	-7	2
> COC(=O)c1cccc(NC(=O)CSc2nnc(C)o2)c1
 : -3	-3	-1	1	0	5	9	-9	-4
> COCCn1c(SCC(=O)NCc2ccc3c(c2)OCO3)nnc1-c1c[nH]c2ccccc12
 : -2	-28	-15	9	-2	12	2	0	2
> CCN(CC)C(=O)CCSc1nnc(-c2ccncc2)o1
 : 1	-4	0	5	2	-8	0	-1	-3
> Cc1cccc(Nc2nnc(SCC(=O)NCC3CCCO3)s2)c1C (centres undefined)
 : -1	nt	nt	-2	nt	3	6	nt	3

Other compounds follow:
Order of results – PAD4 inh	PME-1 inh	Fam108B counter	pPAFAH FP inh	LYPLA1 inh	PAFAH1B3 FP inh	PAFAH2 FP inh	GSTO1 counter	PAFAH1B2 inh
> COc1ccc(NS(=O)(=O)c2c(C)[nH]c(=O)[nH]c2=O)cc1OC
 : -4	-5	-2	2	-3	7	4	-3	8
> CC1CCN(S(=O)(=O)c2ccc3c(c2)CC(C)N3C(=O)C2CCC2)CC1 (centres undefined)
 : -3	11	6	-2	25*	2	7	-11	12
> CC(CCc1ccccc1)NC(=O)c1cccs1 (centres undefined)
 : -1	1	5	-4	1	-1	-5	1	0
> Cc1ccc2nc(C)c(C(=O)NN=C3CCCCCC3)n2c1
 : -4	-2	1	6	1	4	3	-1	1

This is a subset; the hit share may differ from the screen's.
